Bioassay records (PubChem)
STK33 inh: human STK33 kinase inhibition; Q9BYT3; purified STK33, MBP phosphorylation, ADP-Glo luminescence; inhibition, % at 10 µM; actives 0.073% (n = 320,000); AID 2661;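 active = inhibition at or above 25%, using the most active replicate where run in duplicate; inactive = inhibition below 25%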
Target sequence (Q9BYT3 whole entry, looked up): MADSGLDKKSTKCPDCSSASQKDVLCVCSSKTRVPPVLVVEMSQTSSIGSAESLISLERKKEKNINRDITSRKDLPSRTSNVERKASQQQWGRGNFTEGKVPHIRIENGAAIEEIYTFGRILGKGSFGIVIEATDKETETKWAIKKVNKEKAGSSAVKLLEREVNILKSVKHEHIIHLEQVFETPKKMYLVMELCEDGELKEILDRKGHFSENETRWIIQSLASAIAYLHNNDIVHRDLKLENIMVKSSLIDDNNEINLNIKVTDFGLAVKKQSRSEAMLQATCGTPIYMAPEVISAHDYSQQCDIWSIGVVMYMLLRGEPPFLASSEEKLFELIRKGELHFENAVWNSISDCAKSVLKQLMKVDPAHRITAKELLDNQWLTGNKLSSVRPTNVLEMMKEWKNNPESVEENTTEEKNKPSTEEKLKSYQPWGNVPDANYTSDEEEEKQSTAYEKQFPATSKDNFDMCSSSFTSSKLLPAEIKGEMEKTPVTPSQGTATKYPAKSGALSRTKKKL
CHT allo act: allosterically activates the human high affinity choline transporter; CHT-expressing cells, membrane potential dye, choline EC20; hits give high values; LV-AA mutant CHT in HEK293 cells; B-score at 10 µM; Q9GZV3; actives 0.49% (n = 310,000);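 active = initial fluorescence not abnormally high and integrated response B-score, plate-corrected, over 3 SD above library mean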
Target sequence (Q9GZV3 whole entry, looked up): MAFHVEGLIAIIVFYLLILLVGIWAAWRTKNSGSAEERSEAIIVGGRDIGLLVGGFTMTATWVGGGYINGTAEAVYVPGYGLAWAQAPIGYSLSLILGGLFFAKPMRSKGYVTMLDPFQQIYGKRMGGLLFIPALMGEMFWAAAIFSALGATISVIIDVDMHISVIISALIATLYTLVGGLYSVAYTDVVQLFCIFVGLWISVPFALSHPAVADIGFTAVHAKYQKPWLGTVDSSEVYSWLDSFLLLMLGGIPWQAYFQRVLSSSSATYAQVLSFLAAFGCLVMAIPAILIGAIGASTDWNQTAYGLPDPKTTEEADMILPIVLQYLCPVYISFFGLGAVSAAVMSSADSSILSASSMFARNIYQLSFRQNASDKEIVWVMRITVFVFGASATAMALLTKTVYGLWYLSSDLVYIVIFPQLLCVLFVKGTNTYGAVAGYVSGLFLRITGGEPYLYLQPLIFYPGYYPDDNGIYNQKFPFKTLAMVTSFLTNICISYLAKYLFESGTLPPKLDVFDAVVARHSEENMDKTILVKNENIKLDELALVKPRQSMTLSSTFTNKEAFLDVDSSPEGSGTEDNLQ
CHT block: inhibits the human high affinity choline transporter. Q9GZV3. actives 0.86% (n = 310,000). CHT-expressing cells, membrane potential dye, choline response; hits give low values. B-score at 10 µM;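 active = B-score over 3 SD under the library average, and starting fluorescence ratio not unusually high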;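 also: choline stimulus applied at its EC90 after an EC20 pre-addition; B-score computed on integrated fluorescence ratio after choline addition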
An asterisk follows results filed as active; i = inactive; . = not tested or not shown; & = joins results of further samples.

SMILES	STK33 inh	CHT allo act	CHT block
CCc1cc2c(-n3nc(C)cc3C)ncnc2s1	0.5	i	i
O=C(O)CSCc1c(F)cccc1Cl	-1.9	i	i
COc1ccc(CCNC(=O)C2CCN(S(=O)(=O)c3ccc4nc5c(c(C(=O)O)c4c3)CCCC5)CC2)cc1OC	0.0	i	i
O=C(NC(=S)Nc1cccc(NC(=O)c2ccccc2Cl)c1)c1cccs1	-0.6	i	i
O=C(Cc1ccc(-c2ccccc2)cc1)NCc1cccnc1	-0.2	i	i
O=C(COc1ccc(Cl)cc1Cl)NNC(=S)NC(=O)c1ccco1	0.3	i	i
COc1ccc(OC)c(CC(NC(C)=O)C(=O)NC2CCN(c3nc(OC)nc(OC)n3)CC2)c1 (stereo not given)	-0.6	i	i
Cc1ccc(C2CC(C(F)F)n3ncc(C(=O)Nc4cnn(Cc5ccccc5C)c4)c3N2)cc1 (stereo not given)	0.9	i	i
CCC(=O)N1CCc2cc(S(=O)(=O)CCC(=O)NC3CCCCC3)ccc21	-0.9	i	i
CNC(=O)N(C1=NCC(C)S1)c1ccc(F)cc1F (stereo not given)	-2.7	i	i
CC(C)=CCCC(C)CN1CCC(O)CC1 (stereo not given)	-0.6	i	i
CCCCC(CC)C(=O)Nc1ccc(S(=O)(=O)Nc2nccs2)cc1 (stereo not given)	0.6	i	i
COc1ccc(OCCOC(=O)CN2C(=O)NC3(CCCC3)C2=O)cc1	-0.9	i	i
COC(=O)c1cc(NC(=O)CSC2=NCCS2)cc(C(=O)OC)c1	-0.5	i	i
CCn1c2ccccc2c2cc(NC(=O)CC(C)=O)ccc21	-1.0	i	i
COc1ccc(NC(=O)CC(Cc2ccccc2)C(=O)O)cc1 (stereo not given)	-0.9	i	i
O=C(CN1C(=O)/C(=C/c2ccco2)SC1=S)Nc1ccc(C(=O)O)c(O)c1	9.5	i	i
NC(=O)c1ccc[n+](Cc2cccc3ccccc23)c1	-0.2	i	i
CC(=O)Nc1ccc(Nc2cc(N(C)C)c3nonc3c2[N+](=O)[O-])cc1	-0.6	i	i
CC(C)(C)c1cc(NC(=O)Nc2ccccc2)no1	1.0	i	i
O=C(Nc1cccn(Cc2c(Cl)cccc2Cl)c1=O)c1ccc(Cl)cc1Cl	-0.6	i	i
Cc1ccc(CN2C(=O)CNC2=S)cc1	-1.1	i	i
COC(=O)COc1cccc(NC(=O)c2cc(OC)cc(OC)c2)c1	0.0	i	i
Nc1nc(N)c2cc(Sc3ccc4ccccc4c3)ccc2n1	-1.5	i	i
CC(=O)Oc1ccc(-c2ccc(C(=O)OCC(=O)N(C)CC(=O)Nc3ccccc3Cl)cc2)cc1	-2.5	i	i
CC1=C(C(=O)OCc2ccc3c(c2)OCO3)C(c2ccccc2OCc2ccccc2)NC(=O)N1 (stereo not given)	0.2	i	i
COc1ccc(N(CC(=O)Nc2ccc(S(=O)(=O)N3CCCC3)cc2)S(C)(=O)=O)cc1OC	2.4	i	i
CC1(C)Cc2cccc(OCC(=O)N3CCN(c4ccccc4F)CC3)c2O1	-0.1	i	i
CCN1C(=O)[C@H]2[C@@H](c3ccc(-c4ccc(F)cc4)c(OC)c3)N[C@@](C)(C(=O)OC)[C@H]2C1=O	-2.2	i	i
C=CCNC(=O)C1CC(=O)N(c2ccc(OCC(=O)Nc3ccc(Cl)c(C(F)(F)F)c3)cc2)C1 (stereo not given)	-1.3	i	i
Cc1ccc(C(=O)Nc2ccccc2N2CCCC2)cc1	-0.6	i	i
COc1ccc(NC(=O)C(=O)NCC2CCCN2S(=O)(=O)c2cccs2)cc1 (stereo not given)	0.3	i	i
COc1ccc(NC(=O)CC2SC(=Nc3ccccc3)NC2=O)cc1 (stereo not given)	-2.7	i	i
Cc1cc(C)nc(SCC(=O)Nc2ccc(S(=O)(=O)Nc3nccs3)cc2)n1	-0.4	i	i
CC(=O)c1cccc(NC(=O)c2onc(C)c2Cl)c1	.	i	i
COc1ccc(S(N)(=O)=O)cc1C(=O)NCCCN1CCN(c2ccccc2OC)CC1	0.9	i	i
Cc1cc(OCc2ccc(F)cc2)nc(-c2ccccc2O)n1	0.0	i	i
Cc1oc(-c2ccccc2Cl)nc1CS(=O)(=O)CC(=O)NCCN1CCOCC1	1.8	i	i
CC(Sc1nnc(-c2ccccc2)c(-c2ccccc2)n1)C(=O)N1CCc2ccccc21 (stereo not given)	-0.5	i	i
COc1cccc(-c2cc(C(=O)N/N=C/c3ccco3)c3ccccc3n2)c1	-0.7	i	i

Reformatted comma-delimited: entries from further up.
canonical_smiles,STK33 inh,CHT allo act,CHT block
CC(=O)c1cccc(NC(=O)c2onc(C)c2Cl)c1,.,i,i
O=C(Cc1ccc(-c2ccccc2)cc1)NCc1cccnc1,-0.2,i,i
O=C(NC(=S)Nc1cccc(NC(=O)c2ccccc2Cl)c1)c1cccs1,-0.6,i,i
Cc1ccc(CN2C(=O)CNC2=S)cc1,-1.1,i,i
COc1ccc(OCCOC(=O)CN2C(=O)NC3(CCCC3)C2=O)cc1,-0.9,i,i
CCN1C(=O)[C@H]2[C@@H](c3ccc(-c4ccc(F)cc4)c(OC)c3)N[C@@](C)(C(=O)OC)[C@H]2C1=O,-2.2,i,i
CC(C)(C)c1cc(NC(=O)Nc2ccccc2)no1,1.0,i,i

Other compounds:
SMILES	STK33 inh	CHT allo act	CHT block
CCOC(=O)c1cnc2c(cnn2C)c1Cl	0.6	i	i
Clc1ccccc1CN1CCN(/N=C/C=C\c2ccco2)CC1	-1.5	i	i
COc1cccc(NC(=O)CSc2ccc3nnc(-c4ccncc4)n3n2)c1	-0.7	i	i
COc1cccc(N(C(=O)c2ccco2)C(C(=O)NC2CCCC2)c2ccc(N(C)C)cc2)c1 (stereo not given)	-0.6	i	i
COc1cccc(-c2nnc(NC(=O)c3ccc(S(=O)(=O)N(CC(C)C)CC(C)C)cc3)o2)c1	-0.8	i	i
CCCc1ccc2oc(C(=O)N3CCN(CC(=O)NC(C)C)CC3)c(C)c2c1	1.6	i	i
COC(=O)c1c(-c2ccc(Br)cc2)csc1NC(=O)Cc1ccc(OC)c(OC)c1	-2.2	i	i
N=C1/C(=C\c2ccc(SCc3ccccc3)o2)C(=O)N=C2SC(CC(=O)N3CCOCC3)=NN12	-0.7	i	i
Cc1ccc(NC(=O)CC(O)(C(F)(F)F)C(F)(F)F)c(Br)c1	-1.9	i	-5.16*
Cc1cccc(NS(=O)(=O)c2cc3c(cc2C)N(C)CCO3)c1	-1.0	i	i
O=C(C[C@@H]1NS(=O)(=O)OC2CCCCC21)c1ccccc1 (stereo not given in full)	0.0	i	i
Cc1cc(C)cc(OCC(=O)N/N=C/c2ccco2)c1	-0.7	i	i
O=c1cc(O)c2c(=O)n(-c3ccccc3)c3c(c2o1)CCCCCC3	-1.0	i	i
Cc1cc(C)c2cc(CN(CCCO)S(=O)(=O)c3ccccc3F)c(=O)[nH]c2c1	-0.3	i	i
NS(=O)(=O)c1ccc(NC(=O)COC(=O)c2ccco2)cc1	.	i	i
Cc1ccc(C(=O)N/C(=C/c2cccc([N+](=O)[O-])c2)C(=O)NCC2CCCO2)cc1 (stereo not given)	0.2	i	i
CCc1nc(SCC(=O)NNC(=O)C2CCCCC2)c2ccccc2n1	1.6	i	i
Cc1ccc(N2C(=O)CC(N(O)C3CC(=O)N(c4ccc(C)cc4)C3=O)C2=O)cc1 (stereo not given)	-1.2	i	i
COc1cc2nc(CN(CCC(C)C)Cc3nc4cc(OC)c(OC)cc4c(=O)[nH]3)[nH]c(=O)c2cc1OC	-0.1	i	i
COc1ccc(CC(=O)Nc2cccc(SC)c2)cc1	.	i	i

Full records, quoted from the list. Order of values: STK33 inh | CHT allo act | CHT block
Clc1ccccc1CN1CCN(/N=C/C=C\c2ccco2)CC1 reads -1.5 | i | i
Cc1ccc(N2C(=O)CC(N(O)C3CC(=O)N(c4ccc(C)cc4)C3=O)C2=O)cc1 (stereo not given) reads -1.2 | i | i

(next part)
SMILES	STK33 inh	CHT allo act	CHT block
CCOc1ccc(C(C)NC(=S)NC2CCCCC2)cc1OCC (stereo not given)	-0.4	i	i
O=c1c2ccc(Cl)cc2[nH]c(=S)n1CCCN1CCOCC1	-0.4	i	i
CCN(CC)S(=O)(=O)c1ccc(C)c(NC(=O)CNc2cccc(S(=O)(=O)N3CCCC3)c2)c1	.	i	i
O=C(/C=C/Nc1ccc(S(=O)(=O)Nc2ncccn2)cc1)c1ccc(Cl)c(Cl)c1	-0.6	i	i
COc1cc(C)c(C)cc1S(=O)(=O)N1CCCCC1c1cccnc1 (stereo not given)	-0.4	i	i
CC1CCCCN1S(=O)(=O)c1ccc(C(=O)Nc2nnc(C3CC3)o2)cc1 (stereo not given)	-1.3	i	i
O=C(Nc1cccc(O)c1)c1ccccc1	1.8	i	i
COc1ccc(NC(=O)CSc2nnc(Cn3cnc4ccccc43)o2)cc1	-0.3	i	i
O=C(O)CC1C(=O)NCCN1Cc1cccs1 (stereo not given)	0.5	i	i
Cc1ccc(OCCNC(=O)Cn2cnc3c(=O)n(C)c(=O)n(C)c32)cc1C	-2.9	i	i
O=C(CN(C(=O)C1COc2ccccc2O1)c1ccccc1)NCC1CCCO1 (stereo not given)	-0.6	i	i
O=C(NCc1ccncc1)c1cc(-c2ccc(Cl)cc2)oc1C(F)(F)F	-2.5	i	i
Cc1ccc(Cl)cc1Nc1nc(-c2sc(NC(=O)C(C)(C)C)nc2C)cs1	-0.2	i	i
CCOc1ccccc1CNC(=O)Cn1ccc2cc(S(=O)(=O)N3CCC(C)CC3)ccc21	1.6	i	i
Cc1cccc(C)c1OCc1cc(C(=O)NCc2ccc(Cl)s2)no1	-0.2	i	i
CCc1nnc(NC(=O)CN2CCN(Cc3ccccc3C)CC2)s1	0.9	i	i
O=C(COC(=O)c1cccc(S(=O)(=O)N2CCOCC2)c1)Nc1ccc2c(c1)OCO2	-1.0	i	i
COc1ccc(Nc2nc(-c3cccs3)cs2)cc1	-0.4	i	i
Cc1ccc(S(=O)(=O)NCCC(=O)N2CCOCC2)cc1C	-0.8	i	i
CCOc1ccc(-c2c(C(=O)N/N=C/c3ccccc3)nnn2-c2nonc2N)cc1	-1.4	i	i

Reprinted from the listing (4 entries):
SMILES	STK33 inh	CHT allo act	CHT block
COc1ccc(NC(=O)CSc2nnc(Cn3cnc4ccccc43)o2)cc1	-0.3	i	i
O=C(O)CC1C(=O)NCCN1Cc1cccs1 (stereo not given)	0.5	i	i
Cc1ccc(OCCNC(=O)Cn2cnc3c(=O)n(C)c(=O)n(C)c32)cc1C	-2.9	i	i
O=C(CN(C(=O)C1COc2ccccc2O1)c1ccccc1)NCC1CCCO1 (stereo not given)	-0.6	i	i

Following part
SMILES	STK33 inh	CHT allo act	CHT block
COc1ccc(N(CC(=O)N2CCCCCC2)S(C)(=O)=O)cc1Cl	-1.7	i	i
CN(Cc1ccsc1)C(=O)CCc1nnc(CCCc2ccccc2)o1	-1.6	i	i
O=C(CC12CC3CC(CC(C3)C1)C2)NCC(c1ccc(F)cc1)N1CCOCC1 (stereo not given)	-0.6	i	i
Cc1cnc(NC(=O)Cn2cnc3c2c(=O)n(C)c(=O)n3C)s1	2.5	i	i
Cc1ccc(N2C(=O)C(Cl)=C(N3CCOCC3)C2=O)cc1Cl	-0.7	i	i
CC(C)C[C@@H](NC(=O)[C@H]1CCCN1C(=O)Cc1ccccc1)C(N)=O	-2.0	i	i
COc1cc(NC(=O)c2cccs2)c(C(=O)OCC(=O)NC(=O)NC(C)(C)C)cc1OC	0.1	i	i
FC(F)(F)c1cccc(OCc2nnc3n2CCC3)c1	-2.5	i	i
N#CC[C@H](Cc1ccccc1)N1CC[C@@H](NC(=O)OCc2ccccc2)CCC1=O	-0.8	i	i
Cc1nc2cccc(C(=O)NC3CCCCC3)c2o1	0.9	i	i
COC(=O)c1ccc(-n2cncn2)c(F)c1	-0.2	i	i
CCn1cc(C(=O)NCc2cccs2)c(=O)c2ccc(C)nc21	0.6	i	i
CCCCSCc1ccc(C(=O)O)o1	-3.7	i	i
COCCNC(=O)C1Nc2ccc(OC(F)(F)F)cc2C2C=CCC12 (stereo not given)	-2.1	i	i
COc1cc(-c2nn3c(-c4cccc(C)c4)nnc3s2)cc(OC)c1OC	12.2	i	i
O=C(Cc1ccccc1)NNC1CC(=O)N(c2ccc(Br)cc2)C1=O (stereo not given)	0.1	i	i
CC(=O)NC(=O)COC(=O)c1ccc2ncsc2c1	0.2	i	i
O=C(CSc1nc2ccccc2s1)N1c2ccccc2Sc2ccccc21	-1.6	i	i
Cc1c(Cl)cccc1NC(=O)c1cccc(OC(F)F)c1	0.0	i	i
COc1ccc(-c2cn3cccnc3n2)cc1NC(=O)CC(C)C	-1.6	i	i
COc1ccc(C2=Nn3c(nnc3-c3ccccc3OC)SC2)cc1OC	-0.5	i	-6.86*
COc1ccc(CN2CCN(S(=O)(=O)c3ccc(NC(C)=O)cc3)CC2)cc1	-3.0	i	i
O=C(N/N=C/c1ccccc1)NC1CCCCC1	-0.3	i	i
COc1cccc2cc(C(=O)C3=C(O)C(=O)N(c4cc(C)on4)C3c3cccs3)oc12 (stereo not given)	1.2	i	i
CC1CN(C(=O)c2ccc(Oc3ccccc3)cc2)CC(C)O1 (stereo not given)	0.1	i	i
Cc1ccccc1C(=O)Nc1ccc(N2CCOCC2)nc1	6.4	i	i
O=C1C2C(c3ccccc3)C=CC(c3ccccc3)C2C(=O)N1C1CCCCC1 (stereo not given)	-1.5	i	i
Cc1cc(N)n(Cc2cccs2)n1	-2.1	i	i
Cc1cc(C)nc(NS(=O)(=O)c2ccc(N)cc2)n1	-1.8&-1.1	i	i
CC(C)N(Cc1nc(-c2ccccc2)no1)C(=O)C(Cl)(Cl)Cl	-1.4	i	i
Cc1cnc(NC(=O)c2cc3c(C)nn(Cc4ccccc4Cl)c3s2)s1	0.3	i	i
N#CCCn1c(-c2nonc2NC(=O)c2ccccc2Cl)nc2ccccc21	-0.6	i	i
Cc1ccc(C)c(Cn2nnc3c(=O)[nH]c(C(=O)NCc4ccco4)nc32)c1	-1.9	i	i
